Screens from PubChem BioAssay.
Growth percent in the NCI-60 one-dose screen (48 h, 10 µM unless noted): 100 = growth as untreated, 0 = no growth, -100 = all killed.
K-562: K-562 leukemia; actives 7.4% (n = 78,000)
MDA-MB-231: MDA-MB-231 breast cancer | actives 5% (n = 81,000)
MCF7: MCF7 breast cancer; actives 6.3% (n = 82,000)
MDA-MB-468: MDA-MB-468 breast cancer. actives 8.5% (n = 78,000). AID 2202374
HS 578T: HS 578T breast cancer; actives 4.1% (n = 78,000); AID 1794788
LOX IMVI: LOX IMVI melanoma; actives 7.4% (n = 79,000); AID 1794757
BT-549: BT-549 breast cancer. actives 4.4% (n = 78,000). AID 1794793
T-47D: T-47D breast cancer; AID 1794792; actives 5% (n = 79,000)
Numbers without * were called inactive; / = not tested or not shown; & = joins results of further samples; [ ] = dose if it differs, or a comment. Rule for the calls: active = growth percent below 10; inactive = the rest.

SMILES	K-562	MDA-MB-231	MCF7	MDA-MB-468	HS 578T	LOX IMVI	BT-549	T-47D
COc1ccc2c(c1)C(NCCCCCCNc1cc(C)[n+](C)c3ccc(OC)cc13)=CC(C)N2C (stereo not drawn)	42	58	69	63	82	16	87	75
OC(CN1CCOCC1)CN1CCOCC1	97	110	96	96	113	99	99	111
Cc1nn(-c2ccccc2)c2nc3c(nc12)C1=NCCN1C(c1ccc2c(c1)OCO2)N3 (stereo not drawn)	88	94	90	97	76	90	92	90
Cc1c(O)cc(O)c(C2(c3c(O)cc(O)c(C)c3O)OC(=O)c3ccccc32)c1O	112	100	94	115	111	88	/	109
COc1cc(CC(=O)n2ncc3cc(N)ccc32)cc(OC)c1OC	93	100	90	110	110	97	97	91
CCN(CC)c1ccc2nc3ccc(=[N+](CC)CC)cc-3oc2c1	21	-12*	-35*	-47*	58	-23*	48	-2.9*
CCn1c(=S)[nH]c2c(=O)n(C)c(=O)n(C)c21	105	115	102	100	160	99	93	104
O=c1c2ccccc2oc2ccc(OCCCCCN3CCCCC3)cc12	50	94	74	57	91	64	83	75
O=S(=O)(Nc1ncccn1)c1ccc(NCc2ccc(N=Cc3c(O)[nH]c4ccccc34)cc2)cc1	67	92	63	92	102	92	94	72
O=C(O)C(Cc1ccccc1)N1C(=O)C=CC1=O (stereo not drawn)	89	102	104	102	105	99	109	83
CNC(=O)c1cc(Oc2ccc3c(c2)sc2nc(-c4ccc(OC)cc4)cn23)ccn1	34	62	13	17	77	82	52	46
C/C(=C(/C)[C@H]1C[C@@H]1CCN(S(=O)(=O)c1ccc(C)cc1)S(=O)(=O)c1ccc(C)cc1)c1ccc(-c2ccccc2)cc1	101	101	88	117	108	92	97	95
CC(=O)C1CCC2C3CC=C4CC(=O)CC5OC(CC12C)C3C45C (stereo not drawn)	87	109	91	/	101	94	99	86
Ic1c(I)c(I)c(I)c(I)c1I	100	100	101	116	104	101	98	112
Cn1cc(/C=C(\SS/C(=C/c2cn(C)c3cccc(C(=O)O)c23)C(=O)O)C(=O)O)c2c(C(=O)O)cccc21	108	92	96	96	88	98	88	104
CC(C)OC(=O)CC[C@H](N)C(=O)O	100[20 µM]	102[20 µM]	89[20 µM]	98[20 µM]	96[20 µM]	98[20 µM]	102[20 µM]	103[20 µM]
O=C(C1=C(O)C(=O)N(Cc2cccnc2)C1c1cccnc1)c1cccs1 (stereo not drawn)	80	100	113	/	119	102	116	113
C[C@H]1[C@H](C)CC[C@]2(C(=O)N3CCNCC3)CC[C@]3(C)C(=CC[C@@H]4[C@@]5(C)CCC(=O)C(C)(C)[C@@H]5CC[C@]43C)[C@H]12	92	82	95	98	97	91	101	85
CC1=C(C)C(=O)C(N2CCC(C)CC2)=CC1=O	/	90	91	87	100	87	102	98
COc1ccc(Cc2nnc(SCC(=O)Nc3ccc(Cl)cc3)n2Cc2ccccc2)cc1	65	89	100	101	97	88	/	/
OCCc1ccc(Cl)cc1	100	97	94	103	95	100	/	/
O=C(Oc1ccc(-c2ccc([N+](=O)[O-])cc2)cc1)c1ccccc1	116	117	113	109	/	101	/	110
COc1ccc(-c2ccc3ncc(C#N)c(Nc4ccc(F)c(Cl)c4)c3c2)cn1	89	60	73	18	42	81	62	63
CCOC(=O)c1c(-c2ccc(F)cc2)c(Cc2ccccc2)n(CCc2ccccc2)c1C	67	87	93	/	86	99	80	78
Cc1nc2ccc(Cl)cn2c1-c1nnc(SCc2ccc(F)cc2)o1	/	67	44	64	79	88	74	81

As a short view, some entries already given:
SMILES	K-562	MDA-MB-231	MCF7	MDA-MB-468	HS 578T	LOX IMVI	BT-549	T-47D
COc1ccc2c(c1)C(NCCCCCCNc1cc(C)[n+](C)c3ccc(OC)cc13)=CC(C)N2C (stereo not drawn)	42	58	69	63	82	16	87	75
OC(CN1CCOCC1)CN1CCOCC1	97	110	96	96	113	99	99	111
Cc1nn(-c2ccccc2)c2nc3c(nc12)C1=NCCN1C(c1ccc2c(c1)OCO2)N3 (stereo not drawn)	88	94	90	97	76	90	92	90
Cc1c(O)cc(O)c(C2(c3c(O)cc(O)c(C)c3O)OC(=O)c3ccccc32)c1O	112	100	94	115	111	88	/	109
COc1cc(CC(=O)n2ncc3cc(N)ccc32)cc(OC)c1OC	93	100	90	110	110	97	97	91

Going on with the list.
SMILES	K-562	MDA-MB-231	MCF7	MDA-MB-468	HS 578T	LOX IMVI	BT-549	T-47D
O=c1occc2c1cnc1ccccc12	110	100	92	131	103	95	95	95
NC(N)=N/N=C/c1ccccc1	96	93	93	94	101	100	102	94
COc1ccc(/C(=N/O)c2cc(F)c(F)c(OC)c2F)cc1O	10	48	19	18	8.3*	47	33	28
NNC(=O)OCc1ccccc1	110	93	91	100	97	94	103	84
CN(Cc1ccccc1)C1=CC(=O)C(N(C)Cc2ccccc2)=CC1=O	/	105	106	101	87	96	112	110
O=C1c2ccccc2C23C(=C(Br)c4ccc(F)cc42)CCCN13 (stereo not drawn)	98	104	102	91	104	108	110	105
CC(c1ccccc1)N1CSc2nc3ccccc3n2C1 (stereo not drawn)	106	86	99	95	116	104	107	100
COc1cc(-n2c(=O)n(-c3nc4ccc(F)cc4s3)c(=O)c3cccnc32)cc(OC)c1OC	105	98	79	98	/	95	101	105
Cc1cc2cc3c(=O)[nH]c(=O)nc-3n(CC(O)C(O)C(O)CO)c2cc1C (stereo not drawn)	74	108	93	/	93	96	108	94
C=CCC(O)c1ccc2c(c1)OCO2 (stereo not drawn)	102	119	102	111	106	99	117	99
COc1cc(/C=N/Nc2nnc3n2N=C(c2ccccc2)CS3)ccc1O	88	109	96	98	100	102	95	94
COc1cccc(Oc2nc(Nc3ccc(N4CCOCC4)cc3)ncc2NC(=O)Nc2c(Cl)cccc2Cl)c1	74	91	84	102	62	73	91	96
Cc1ccc(-n2nc(C#N)c(N3CCCCC3)n2)cc1	102	96	92	96	104	97	89	89
CC(=O)N1CC(=O)NC1=S	97	98	94	96	102	98	103	/
CC[C@]12CC(C(=O)OC)=C3Nc4ccccc4[C@@]34CCN(C14)[C@@H]1c3cc4c(cc3O[C@@H]1[C@H]2O)NC1=C(C(=O)OC)C[C@@]2(CC)C3N(CC[C@@]143)C[C@H]1O[C@H]12 (stereo partly drawn)	6.0*	22	4.4*	-36*	12	-65*	34	18
COc1ccc(C(=O)c2cc(OC)c(OC)c(OC)c2)cc1OC(=O)CCl	13	34	16	63	49	19	16	75
C/C(=N\O)c1ccc(NC(=O)CN2CCN(c3cc4c(cc3F)c(=O)c(C(=O)O)cn4C3CC3)CC2)cc1	96	98	99	95	103	85	102	87
COC(=O)/C=C/C=C(c1ccccc1)c1ccccc1	37	89	37	63	89	54	93	57
N#CC1=C(N)Oc2cc(O)ccc2C1c1cc2ccccc2n2nnnc12 (stereo not drawn)	83	91	102	98	106	101	89	87
COc1ccc(Cc2nn(CC(=O)N/N=C/c3ccc(Cl)cc3)c(=O)c3c(C)noc23)cc1	96	76	84	80	22	/	94	59
Cn1cc(C2=C(c3cccc4ccccc34)C(=O)NC2=O)c2cccnc21	112	105	102	96	98	/	92	98
CCOC(=O)C(=Cc1ccccc1)C(=O)OCC	78	/	63	94	97	77	91	/
CC(C(=O)c1c([O-])on[n+]1-c1ccccc1)n1cnnc1 (stereo not drawn)	98	94	94	120	105	93	113	84
Cc1cccc2cc(-c3cc4ccccc4[nH]3)/c(=N\NC(=O)c3ccc(Cl)cc3)oc12	107	79	83	96	80	/	99	72
COC(=O)c1nc(N)nc(C(=O)OC)c1C(=O)c1cccnc1	109	101	91	92	105	97	125	106
(continued)
SMILES	K-562	MDA-MB-231	MCF7	MDA-MB-468	HS 578T	LOX IMVI	BT-549	T-47D
COc1c(O)c(O)cc2c3c(oc12)CC(c1ccc(N(C)C)cc1)CC3=O (stereo not drawn)	79	75	81	91	96	68	90	80
COc1cc(N2C(=O)CC3C4CCC(=O)N4c4cc(OC)c(OC)c(OC)c4C32)cc(OC)c1OC (stereo not drawn)	113	111	96	88	100	97	104	102
O=c1[nH][n+](-c2ccc(Br)cc2)no1	11	69	33	86	98	7.5*	83	28
Cc1cccc(CC(CC(=O)O)C(=O)O)c1 (stereo not drawn)	80	109	99	106	111	93	83	92
c1ccc(-c2nc(-c3ccccc3)nc(-c3ccccc3)n2)cc1	128	102	94	105	115	91	98	106
COC(=O)c1cc(C(=O)C(C)Br)n2c1ccc1c3ccccc3ccc12 (stereo not drawn)	68	79	39	102	70	32	/	76
CC1Cc2c(N(C)C)ncnc2N(C)c2ccc(Cl)cc21 (stereo not drawn)	14	55	15	29	-1.3*	36	25	37
Cc1ccc(S(=O)(=O)N/N=C/c2cccs2)cc1	102	104	87	90	106	95	102	97
Cc1nn(-c2ccc(F)cc2)c2[nH]c(=S)n(-c3ccccc3)c(=O)c12	90	94	100	109	96	98	97	92
CN(C)c1ccc2nc3c(C(=O)O)cc(=O)c(O)c-3oc2c1	100	102	94	105	99	97	118	100
Cc1cc2c(n1-c1ccccc1)CSCC2=O	99[100 µM]	75[100 µM]	80[100 µM]	57[100 µM]	80[100 µM]	82[100 µM]	55[100 µM]	62[100 µM]
O=c1cc(-c2cccc(F)c2)oc2ccccc12	92&100	100	69&80	86&84	94&105	101&104	101&104	91&95
O=C(NC(C(=O)O)c1ccccc1)c1cccc(NCc2ccc(-c3noc(=O)[nH]3)cc2)c1 (stereo not drawn)	105	98	97	112	104	95	98	102
CCCn1c(=O)[nH]c(N)c(C(c2ccc(Cl)cc2)c2c(N)[nH]c(=O)n(CCC)c2=O)c1=O	47	75	32	33	60	61	69	38
CCOC(=O)C1C(=O)C=C(c2ccccc2)CC1c1ccccc1 (stereo not drawn)	/	105	79	96	102	91	103	90
Cc1ccc(Nc2nc(N)c3ccccc3n2)cc1Cl	51	27	69	48	101	40	86	58
CCCC1(C)COC(=O)OC1	112	115	101	108	110	95	104	102
N#Cc1c(Nc2ccccc2)nn2c(-c3ccccc3)ccnc12	104	95	91	117	114	94	119	98
COc1ccc2cc(C3=Nc4ccccc4SC3)ccc2c1	99	87	96	100	91	103	102	88
CC(C)C(N)C(=O)Nc1nncs1 (stereo not drawn)	81	110	78	55	110	108	85	59
CC(=O)NCc1ccccc1	109	105	95	114	97	99	/	100
C[C@]12ON=C(c3ccc(Cl)cc3)N1CCc1sccc12	90	94	90	82	90	98	106	82
O=C(Nc1ccccc1F)Nc1ccccc1F	75	86	74	35	96	93	100	61
O=C(C[n+]1cc2ccccc2c2ccccc21)C(F)(F)F	81	104	99	95	119	101	122	110

Single records, as listed above. Screens in order: K-562, MDA-MB-231, MCF7, MDA-MB-468, HS 578T, LOX IMVI, BT-549, T-47D
Shown for Cc1ccc(S(=O)(=O)N/N=C/c2cccs2)cc1 → 102, 104, 87, 90, 106, 95, 102, 97
Shown for CC1Cc2c(N(C)C)ncnc2N(C)c2ccc(Cl)cc21 (stereo not drawn) → 14, 55, 15, 29, -1.3*, 36, 25, 37

Quoted at random: two compounds from above.
SMILES	K-562	MDA-MB-231	MCF7	MDA-MB-468	HS 578T	LOX IMVI	BT-549	T-47D
O=c1cc(-c2cccc(F)c2)oc2ccccc12	92&100	100	69&80	86&84	94&105	101&104	101&104	91&95
Cc1nn(-c2ccc(F)cc2)c2[nH]c(=S)n(-c3ccccc3)c(=O)c12	90	94	100	109	96	98	97	92

Ordered by count of non-hydrogen atoms (ascending): part of the list above.
SMILES	K-562	MDA-MB-231	MCF7	MDA-MB-468	HS 578T	LOX IMVI	BT-549	T-47D
Cc1cc2c(n1-c1ccccc1)CSCC2=O	99[100 µM]	75[100 µM]	80[100 µM]	57[100 µM]	80[100 µM]	82[100 µM]	55[100 µM]	62[100 µM]
Cc1ccc(Nc2nc(N)c3ccccc3n2)cc1Cl	51	27	69	48	101	40	86	58
COc1c(O)c(O)cc2c3c(oc12)CC(c1ccc(N(C)C)cc1)CC3=O (stereo not drawn)	79	75	81	91	96	68	90	80
